# Pin1 inhibitor: human Pin1 inhibition. Q13526. Pin1 FP peptide displacement, HiFluor488, 10 min. Potency, µM (series often up to 115 µM), for inactives: at the top dose activity, negative = inhibition, most hits filed as inhibitors. 390,000 tested, 0.009% active. AID 504891; active = well fitted inhibition curve with a large enough effect in the polarisation, with a control signal flat, not every such curve was filed as active; inconclusive = small, poorly fitted or top-dose-only effect, or effect the other way, or a change in a side signal; inactive = no such curve, though single readings can be large or run the other way; the % refers to the polarisation; note: potency is the fitted concentration of half-maximal effect; % is set by controls: 0 for no effect and ±100 for the full control effect
# Target sequence (Q13526 whole entry, looked up): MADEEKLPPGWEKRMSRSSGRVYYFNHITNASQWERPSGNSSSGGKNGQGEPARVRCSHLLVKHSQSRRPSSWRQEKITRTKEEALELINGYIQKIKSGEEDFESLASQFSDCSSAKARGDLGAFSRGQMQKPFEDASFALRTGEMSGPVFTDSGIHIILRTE
# PGK inhibitor: T. brucei PGK inhibition. PGK/GAPDH coupled, Kinase-Glo luminescence, 60 min. Potency, µM (top dose mostly 57.5 µM), inactives show at the top dose activity change, negative = inhibition, hits mostly inhibitors. 380,000 tested, 0.043% active; note: potency is the fitted concentration of half-maximal effect; % is set by controls: 0 for no effect and ±100 for the full control effect; nearly all actives have a fitted effect of over 60% in size
# Target sequence (P07378 whole entry, looked up): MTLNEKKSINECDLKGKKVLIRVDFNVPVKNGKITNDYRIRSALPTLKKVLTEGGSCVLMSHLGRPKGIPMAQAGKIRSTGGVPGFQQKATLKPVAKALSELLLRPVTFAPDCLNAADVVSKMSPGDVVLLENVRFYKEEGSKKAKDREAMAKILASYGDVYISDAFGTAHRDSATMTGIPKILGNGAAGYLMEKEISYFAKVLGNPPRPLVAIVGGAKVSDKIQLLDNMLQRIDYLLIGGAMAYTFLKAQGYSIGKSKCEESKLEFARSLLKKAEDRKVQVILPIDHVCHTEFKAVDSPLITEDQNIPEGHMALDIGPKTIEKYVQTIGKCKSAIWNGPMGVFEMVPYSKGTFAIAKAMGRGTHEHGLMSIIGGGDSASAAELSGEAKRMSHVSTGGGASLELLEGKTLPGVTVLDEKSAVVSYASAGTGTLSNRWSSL
#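 Luminescent ATP detection (Kinase-Glo Plus) follows a 60-minute room-temperature incubation, with wells lacking PGK as controls. Buffer: 100 mM TEA (pH 7.6), 5 mM MgCl2, 0.01% Tween-20. Coupling enzyme GAPDH (100 nM final) supplies unstable 1,3-BPG in-well.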
# IDH1 R132H inh: inhibitors of human mutant IDH1 R132H; O75874; IDH1-R132H enzyme, NADPH consumption, diaphorase/resazurin fluorescence; Potency, µM (titrated, usually from 76.6 µM), for inactives: top-dose activity change, negative = inhibition, most hits filed as inhibitors; 390,000 tested, 0.093% active; AID 602179; note: potency is the fitted concentration of half-maximal effect; % is set by controls: 0 for no effect and ±100 for the full control effect; nearly all actives have a fitted effect of over 65% in size
#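 IDH1-R132H (0.5 ug/mL) preincubated 30 min with compound, then NADPH (0.016 mM) and alpha-KG (2 mM) added; 80 min at RT, pH 7.5. Remaining NADPH coupled via diaphorase/resazurin to fluorescence (540/590 nm); concentration-response curves normalized to no-enzyme control.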
# TrxR1 substrate: rat thioredoxin reductase 1 substrate activity; O89049; purified TrxR1 substrate turnover, NADPH consumption readout; Potency, µM (top dose mostly 114 µM), for inactives: at the top dose activity change, negative = substrate turnover; 390,000 tested, 0.01% active; AID 588456; note: potency is the fitted concentration of half-maximal effect; % is set by controls: 0 for no effect and ±100 for the full control effect; nearly all actives have a fitted effect of over 50% in size
#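 Rat TrxR1, dispensed at 90 nM, was prereduced with 400 uM NADPH (final) for 5 min at ~22 deg C, then incubated with compound 15 min before 400 uM selenite. A first-read NADPH fluorescence drop versus no-compound background flagged substrates.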
# USP1-UAF1 inh: inhibitors of human USP1/UAF1 deubiquitinase; O94782; recombinant USP1/UAF1, Ub-Rhodamine cleavage fluorescence; Potency, µM (series often up to 57.1 µM), for inactives: at the top dose activity change, negative = inhibition, most hits filed as inhibitors; 390,000 tested, 0.23% active; note: potency is the fitted concentration of half-maximal effect; % is set by controls: 0 for no effect and ±100 for the full control effect; nearly all actives have a fitted effect of over 60% in size; inactives centre near -12
#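 In this screen, compounds sit with the deubiquitinase complex (1nM) for 15 min at room temperature before Ub-Rho is added at 150nM final. Fluorescence rise is then followed for 6 reads every 60 seconds.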
# TrxR1 inh: blocks rat thioredoxin reductase 1 | O89049 | 390,000 tested, 1% active | recombinant rTrxR1, NADPH fluorescence consumption, selenite substrate | Potency, µM (titrated, usually from 114 µM), inactives show at the highest dose activity change, negative = inhibition, usual class: inhibitors; note: potency is the fitted concentration of half-maximal effect; % is set by controls: 0 for no effect and ±100 for the full control effect; nearly all actives have a fitted effect of over 65% in size
#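 Rat TrxR1 (90 nM in the dispensed reagent) was pre-reduced with 400 uM NADPH for 5 min at room temperature, then incubated with compound for 15 min. After 400 uM selenite was added, NADPH fluorescence (Ex 340/Em 450 nm) was followed for 8 min.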
# GLS inh: inhibitors of human glutaminase (GLS). GLS enzymatic activity, qHTS titration. O94925. Potency, µM (series often up to 45.5 µM), without a hit: top-dose activity change, negative = inhibition, hits mostly inhibitors. 410,000 tested, 0.21% active; note: potency is the fitted concentration of half-maximal effect; % is set by controls: 0 for no effect and ±100 for the full control effect
#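 Read-out is an Amplex red fluorescence increase coupled through glutamate oxidase and HRP, measured before and after 30 min room-temperature incubation. hKGA is in 45 mM KH2PO4 (pH 8.2) with 0.02% Tween-20; glutamine added as 1mM solution.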
# PI4K2A block: PI4K2A (human) kinase inhibition. Q9BTU6. purified PI4K2A, ADP-Glo luminescence, 1 h; hits give low values. activity change, negative = inhibition, % at 76.9 µM. 420,000 tested, 0.13% active; in the data active = activity change below about -50%; inconclusive = mostly about -30% to -49%;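 note: -100% = wells without enzyme as full effect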
# Target sequence (Q9BTU6 whole entry, looked up): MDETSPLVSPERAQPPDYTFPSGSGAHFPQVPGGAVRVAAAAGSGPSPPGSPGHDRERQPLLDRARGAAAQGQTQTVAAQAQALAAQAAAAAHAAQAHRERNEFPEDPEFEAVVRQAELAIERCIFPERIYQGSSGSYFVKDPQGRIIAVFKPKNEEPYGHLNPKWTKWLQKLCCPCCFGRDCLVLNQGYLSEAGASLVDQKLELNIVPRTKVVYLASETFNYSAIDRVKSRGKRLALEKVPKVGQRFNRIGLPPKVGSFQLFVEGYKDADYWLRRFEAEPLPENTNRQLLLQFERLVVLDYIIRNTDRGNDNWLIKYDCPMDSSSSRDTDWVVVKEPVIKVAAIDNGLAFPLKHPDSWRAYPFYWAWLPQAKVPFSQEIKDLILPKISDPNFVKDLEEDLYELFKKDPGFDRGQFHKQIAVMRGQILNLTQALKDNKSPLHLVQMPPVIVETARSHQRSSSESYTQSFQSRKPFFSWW
#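 PI4K2A activity was measured by ADP-Glo luminescence: enzyme (4 ug/mL stock) and phosphatidylinositol (1.2 mM stock) in Tris pH 7.5/MgCl2/EGTA/Triton X-100 buffer were reacted with ATP (300 microM stock) for one hour at ambient temperature.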
# HP1b chromo inh: inhibitors of HP1-beta chromodomain binding to methylated histone tails. P83916. 390,000 tested, 0.56% active. Potency, µM (top dose mostly 114 µM), inactives show at the highest dose activity change, negative = inhibition, usual class: inhibitors. AlphaScreen HP1-beta / biotin-H3K9me3 peptide binding; note: potency is the fitted concentration of half-maximal effect; nearly all actives have a fitted effect of over 70% in size; inactives centre near 23
#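 HP1-beta protein (50 nM final) preincubated 30 min at room temperature with biotinylated H3(1-18)K9me3 peptide (50 nM) in PBS pH 7.4, 0.01% Tween-20, then compound added for 30 min. AlphaScreen streptavidin donor/nickel chelate acceptor beads (10 ug/mL final), 30 min dark, luminescence read.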
# * hit, by the source's call; i = inactive; ? = inconclusive; . = not tested or not shown; [ ] = dose if it differs, or a comment. Unless noted, calls come from the whole dose curve; as a rule, active = well fitted curve in the direction sought with a large enough effect; inconclusive = small, poorly fitted or top-dose-only effect, or another doubt; inactive = no such curve, though single readings can be large; an effect the other way counts as inactive or inconclusive.
# Values run as follows: Pin1 inhibitor, PGK inhibitor, IDH1 R132H inh, TrxR1 substrate, USP1-UAF1 inh, TrxR1 inh, GLS inh, PI4K2A block, HP1b chromo inh
- Cc1ccc(-n2nc(CO)c(C(=O)NCc3cccs3)n2)cc1
 : -2%, -10%, 24%, 3%, -13%, 19%, -7%, 1, -2%
- CCOC(=O)C1(CC/C(C)=N\NC(N)=O)CC(C)(C)OC1=O (centres undefined)
 : -1%, -7%, 2%, 6%[57.1 µM], -8%, 14%[57.1 µM], -14%, -4, 24%
- O=C(CSc1n[nH]c(-c2ccccc2Cl)n1)NCc1ccc(F)cc1
 : -1%, i, -6%, -5%[57.1 µM], -12%, 9%[57.1 µM], -1%, -2, 19%[57 µM]
- O=C(CNC(=O)c1ccc(Br)cc1)OCc1cc([N+](=O)[O-])cc2c1OCOC2
 : -2%, 0%, 10%, -10%[57.1 µM], -15%, 32%[57.1 µM], -9%, -1, 23%
- O=C(CN1C(=O)C2(SCC(=O)N2c2ccc(Cl)cc2)c2ccccc21)NCCc1ccccc1 (centres undefined)
 : 48%[activator], -2%, 5%, 3%, -24%, 15%, 1%, 5, 40%[activator]
- CCCOc1ccc(NC(=O)C2CC(=O)N3CCCN=C3S2)cc1 (centres undefined)
 : -17%, -3%, 3%, 4%, -14%, 7%, -10%, 8, 32%[activator]
- O=C(NCC1CC1)c1cc(-c2ccccc2)nn1CC1CC(c2cccc([N+](=O)[O-])c2)=NO1 (centres undefined)
 : 1%, -10%, 7%, -7%, -24%, 13%[57.1 µM], -6%, 0, 28%
- Cc1cccc2sc(N(CCCN(C)C)C(=O)COc3ccc(Cl)cc3)nc12
 : 48%[activator], -7%, 0%, 2%, -21%, 12%, -3%, 4, 10%
- CCOC(=O)c1ccc(NC(=O)C2CCN(S(=O)(=O)CC)CC2)cc1
 : 9%, -11%, 1%, -2%, -8%, 0%, 1%, 1, 23%
- COc1cccc(C(=O)OCCCOC(=O)c2cccc(OC)c2OC)c1OC
 : -5%, -6%, -1%, -9%, -11%, 6%, -2%, 1, 58%[activator]
- Cc1cccc(Nc2nnc(SCC(=O)NCc3cccs3)s2)c1C
 : 0%, -3%, 0%, -3%, -10%, -1%, 8%, -1, 30%
- C/C(=N\NC(=O)c1ccccc1)c1cccc(Br)c1
 : 0%, 0%, 7%, -2%, -23%, -9%, -1%, -6, 34%
- CC12CCC(=O)N1C(C(=O)N1CCN(S(=O)(=O)c3ccc(Br)cc3Cl)CC1)CS2 (centres undefined)
 : 5%, 6%, -18%, -7%[57.1 µM], -2%, -11%[57.1 µM], 1%, 0, 12%
- CCCCn1c(=O)c(-[n+]2ccccc2)c([O-])c2ccccc21
 : -1%, 0%, 7%, -3%[57.1 µM], -9%, -13%, 0%, -5, 49%[activator]
- COc1ccccc1-n1nnnc1SCc1cc2c(cc1Br)OCO2
 : 3%, 5%, 5%, 6%[57.1 µM], -8%, 13%[57.1 µM], -1%, 10, 49%[activator]
- CCCCc1cc(=O)oc2c(CN3CCCC3)c(O)c(Cl)cc12
 : -7%, 0%, 1%, ., -23%, ?, 25%, 0, 26%
- CCn1cc(CCCC(=O)NCc2ccccc2OC)c2ccccc21
 : -4%, i, 2%, 4%, -24%, 29%, -7%, 7, -17%
- COc1ccc(CCNS(=O)(=O)c2ccc(OC)cc2)cc1
 : -1%, -6%, 4%, 7%, -16%, 15%, -5%, 2, 30%
- O=C(O)CCc1ccc(-c2ccccc2)n1CC(=O)Nc1ccccc1C(F)(F)F
 : -2%, -7%, -15%, 8%, -14%, -25%, 18%, 0, 35%
- COc1cccc(CN2CC(C(=O)N(C)C3CCOCC3)CCC2=O)c1 (centres undefined)
 : 0%, -5%, 0%, 5%, -17%, 11%, -13%, 0, 36%
- Cc1ccc(S(=O)(=O)NCCC(=O)NC2CCCC2)cc1
 : -2%, 3%, 3%, 5%, -7%, 13%, 0%, 2, 35%
- CCOC(=O)c1ccc(NS(=O)(=O)c2ccc3c(c2)CCCN3C(C)=O)cc1
 : -4%, -7%, 13%, -12%, 2%, -12%, 16%, -1, 24%
- C=C(C)C1CC=C(C)/C(=N\NC(=O)CNc2cccc3ccccc23)C1 (centres undefined)
 : 1%, 0%, -8%, 30%, -10%, 8%, -3%, 5, 23%
- O=C(O)CCn1cc(-c2ccc(F)cc2)nc1-c1ccncc1
 : 5%, i, 7%, 5%, -21%, 8%[57.1 µM], 2%, -1, 33%
- CCCc1cnc2c(c1SCC(=O)Nc1ccccc1F)c(=O)n(C)c(=O)n2C
 : -8%, 2%, 0%, -10%[57.1 µM], -10%, -1%[57.1 µM], -13%, 2, 24%
- CCOc1ccc(OCC)c(NS(=O)(=O)c2cc(-c3onc(C)c3C)ccc2OC)c1
 : -2%, i, -11%, 0%[57.1 µM], -6%, 10%[57.1 µM], -2%, 0, 43%[activator]
- CCCC(=O)Nc1ccc2nc(SCC(=O)N3CCOCC3)sc2c1
 : -9%, 0%, 6%, 2%, -3%, 12%, 7%, 0, 44%[activator]
- CNC(=O)C(=O)Nc1nc(C23CC4CC(CC(C4)C2)C3)cs1
 : -9%, 2%, -9%, -1%[57.1 µM], 8%, -3%[57.1 µM], -3%, 0, -7%
- Cc1ccccc1N1CCN(CC(=O)Nc2nc(C)c(C(=O)N(C)C)s2)CC1
 : 2%, i, -4%, 7%[57.1 µM], -18%, 5%[57.1 µM], -1%, -3, 33%
- COc1ccccc1Oc1ccc(S(=O)(=O)N2CCCCC2)cc1NC(=O)CCNC(C)=O
 : 4%, -3%, -5%, -2%, -1%, -12%, -2%, 6, 12%

# Single records, as listed above. Screens in order: Pin1 inhibitor	PGK inhibitor	IDH1 R132H inh	TrxR1 substrate	USP1-UAF1 inh	TrxR1 inh	GLS inh	PI4K2A block	HP1b chromo inh
# Listed for CCOC(=O)C1(CC/C(C)=N\NC(N)=O)CC(C)(C)OC1=O (centres undefined) → -1%	-7%	2%	6%[57.1 µM]	-8%	14%[57.1 µM]	-14%	-4	24%
# Listed for COc1cccc(C(=O)OCCCOC(=O)c2cccc(OC)c2OC)c1OC → -5%	-6%	-1%	-9%	-11%	6%	-2%	1	58%[activator]

# Later entries:
# Values run as follows: Pin1 inhibitor, PGK inhibitor, IDH1 R132H inh, TrxR1 substrate, USP1-UAF1 inh, TrxR1 inh, GLS inh, PI4K2A block, HP1b chromo inh
- Cc1ccccc1OCCn1cc(/C=C(\C#N)C(=O)NCc2ccco2)c2ccccc21
 : 2%, 9%, 5%, -2%, -12%, 2%, 6%, 1, 34%
- CCOc1ncccc1C(=O)N=C1SCCN1C(=O)c1cccnc1OCC
 : -5%, 0%, -1%, 0%[57.1 µM], -11%, 24%[57.1 µM], -12%, -1, 46%[activator]
- Cc1noc(Cn2c(=O)c3cc4c(cc3n(CC(=O)Nc3ccccc3F)c2=O)OCO4)n1
 : -3%, 0%, -14%, 11%, -14%, 13%, 0%, -3, 7%
- O=c1[nH]c2ccccc2nc1CCc1ccccc1
 : 0%, -10%, 5%, 7%, -16%, 12%[57.1 µM], -7%, 4, -15%
- Cc1sc2ncn(CC(=O)N3CCN(c4ccc(F)cc4)CC3)c(=O)c2c1S(=O)(=O)N1CCCCC1
 : 1%, -11%, -12%, 3%[2.29 µM], -14%, 16%, 8%, -1, 12%
- CCN=C1S/C(=C\c2ccc(Sc3ccc(Cl)cc3)o2)C(=O)N1CC
 : -9%, -3%, 4%, -6%[11.4 µM], -22%, 25%[11.4 µM], -13%, -20, 163%[activator]

# Molecules from the list above containing a Cl atom:
# Values run as follows: Pin1 inhibitor, PGK inhibitor, IDH1 R132H inh, TrxR1 substrate, USP1-UAF1 inh, TrxR1 inh, GLS inh, PI4K2A block, HP1b chromo inh
- O=C(CSc1n[nH]c(-c2ccccc2Cl)n1)NCc1ccc(F)cc1
 : -1%, i, -6%, -5%[57.1 µM], -12%, 9%[57.1 µM], -1%, -2, 19%[57 µM]
- O=C(CN1C(=O)C2(SCC(=O)N2c2ccc(Cl)cc2)c2ccccc21)NCCc1ccccc1 (centres undefined)
 : 48%[activator], -2%, 5%, 3%, -24%, 15%, 1%, 5, 40%[activator]
- Cc1cccc2sc(N(CCCN(C)C)C(=O)COc3ccc(Cl)cc3)nc12
 : 48%[activator], -7%, 0%, 2%, -21%, 12%, -3%, 4, 10%
- CC12CCC(=O)N1C(C(=O)N1CCN(S(=O)(=O)c3ccc(Br)cc3Cl)CC1)CS2 (centres undefined)
 : 5%, 6%, -18%, -7%[57.1 µM], -2%, -11%[57.1 µM], 1%, 0, 12%
- CCCCc1cc(=O)oc2c(CN3CCCC3)c(O)c(Cl)cc12
 : -7%, 0%, 1%, ., -23%, ?, 25%, 0, 26%
- CCN=C1S/C(=C\c2ccc(Sc3ccc(Cl)cc3)o2)C(=O)N1CC
 : -9%, -3%, 4%, -6%[11.4 µM], -22%, 25%[11.4 µM], -13%, -20, 163%[activator]

# Screening results from PubChem BioAssay.

# An excerpt, so the mix of outcomes need not match the whole.
